Vif-APOBEC3G blk = blocks the Vif interaction with human APOBEC3G; actives 0.076% (n = 410,000); HeLa A3G-eYFP + Vif (tagged APOBEC3G with the HIV-1 protein that degrades it), YFP fluorescence, overnight; Potency, µM (highest dose often 46.1 µM), without a hit: top-dose activity, negative = active, actives largely listed as inhibitors; Q9HC16; AID 602310;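 note: potency is the fitted concentration of half-maximal effect; % is set by controls: 0 for no effect and ±100 for the full control effect; nearly all actives have a fitted effect of over 60% in size; hits raise eYFP signal because A3G escapes Vif-driven loss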
Target sequence (Q9HC16 whole entry, looked up): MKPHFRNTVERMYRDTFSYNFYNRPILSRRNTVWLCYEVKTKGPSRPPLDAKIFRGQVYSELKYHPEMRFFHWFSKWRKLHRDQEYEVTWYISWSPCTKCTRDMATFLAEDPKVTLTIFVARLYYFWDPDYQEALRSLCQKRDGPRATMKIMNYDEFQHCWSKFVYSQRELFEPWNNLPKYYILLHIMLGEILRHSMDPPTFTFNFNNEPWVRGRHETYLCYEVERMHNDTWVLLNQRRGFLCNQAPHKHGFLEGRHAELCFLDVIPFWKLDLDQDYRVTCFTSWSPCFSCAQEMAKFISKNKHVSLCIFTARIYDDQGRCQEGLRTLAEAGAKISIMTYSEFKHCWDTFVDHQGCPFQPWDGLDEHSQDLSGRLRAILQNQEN
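Read-out is eYFP fluorescence (Ex 488/Em 500-530) from Vif-expressing HeLa A3G-eYFP cells; more signal means A3G escaped Vif-mediated degradation. Cells plated overnight, compound pinned in, incubated overnight at 37 deg C.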
PI4K2A block = blocks human PI4K2A kinase activity; actives 0.13% (n = 420,000); purified PI4K2A, ADP-Glo luminescence, 1 h; hits give low values; AID 1346378; activity change, negative = inhibition, % at 76.9 µM; Q9BTU6; in the data active = activity change below about -50%; inconclusive = mostly about -30% to -49%;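 note: -100% = wells without enzyme as full effect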
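PI4K2A activity was measured by ADP-Glo luminescence: enzyme (4 ug/mL stock) and phosphatidylinositol (1.2 mM stock) in Tris pH 7.5/MgCl2/EGTA/Triton X-100 buffer were reacted with ATP (300 microM stock) for one hour at ambient temperature.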
USP1-UAF1 inh = blocks the human USP1/UAF1 deubiquitinase complex | Potency, µM (highest dose often 57.1 µM), without a hit: at the top dose activity change, negative = inhibition, actives largely listed as inhibitors | O94782 | actives 0.23% (n = 390,000) | recombinant USP1/UAF1, Ub-Rhodamine cleavage fluorescence; note: potency is the fitted concentration of half-maximal effect; % is set by controls: 0 for no effect and ±100 for the full control effect; nearly all actives have a fitted effect of over 60% in size; inactives centre near -12
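1 nM enzyme complex + cpd, 15 min RT; start with Ub-Rho 150nM final; kinetic fluorescence ex 480/em 540, 6 reads q60 s. Buffer 50mM HEPES pH 7.8, 0.5mM EDTA, 0.1 mg/ml BSA, 1mM TCEP, 0.01% Tween-20.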
LDHA block = inhibitors of human lactate dehydrogenase A; activity change, % (values are at about 110 or 230 µM); purified LDHA, NADH/diaphorase-resazurin fluorescence; hits give low values; P00338; AID 1347041; actives 0.15% (n = 480,000); in the data active = activity change below about -30%; inconclusive = mostly about -25% to -30%;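 note: plate controls were DMSO wells for no effect and wells without enzyme for full effect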
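Human LDH5 at 2 nM final in Tris HCl pH 7.4 with 0.06 mM NADH and 0.2 mM pyruvate, reacted 5 minutes at room temperature. Remaining NADH coupled via diaphorase/resazurin; resorufin fluorescence read at 0 and 20 minutes, normalized to enzyme-free and DMSO wells.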
GRP78 ERSR act = inducers of ER stress response in human glioma cells; U87-MG GRP78 promoter luciferase reporter, 16 h; AID 602332; Potency, µM, without a hit: top-dose activation, most hits filed as activators; actives 0.02% (n = 420,000); note: potency is the fitted concentration of half-maximal effect; series mostly up to about 76 µM; % of control where 0% means no effect; nearly all actives have a fitted effect of over 35% in size
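Stably transfected U87-MG human glioma cells carrying a GRP78-based luminescent sensor were seeded at 1000 cells/well, pin-dosed with compounds and incubated 16 h. Luciferase reagent was then added, and end-point luminescence was read after 10 min at room temperature.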
RXFP1 agonist = activates the human relaxin receptor RXFP1; Q9HBX9; HEK293T-RXFP1 cAMP TR-FRET, 30 min; response scale: percent of porcine relaxin response, buffer zero; Potency, µM (titrated, usually from 57.5 µM), for inactives: at the highest dose activation, most hits filed as activators; actives 0.3% (n = 370,000); AID 2676; note: potency is the fitted concentration of half-maximal effect; % is set by controls: 0 for no effect and ±100 for the full control effect; nearly all actives have a fitted effect of over 60% in size; many of its hits are not listed in these tables
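HEK293T cells stably expressing RXFP1 were pretreated with the PDE4 inhibitor Ro 20174, exposed to compounds for 30 min at 37C, lysed, and cAMP was read by TR-FRET. Data normalized to buffer (basal) and 29 nM porcine relaxin (100%).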
Vif-A3F inh = inhibitors of Vif-A3F interaction; Potency, µM (top dose mostly 46.1 µM), inactives show at the highest dose activity, negative = active; HeLa A3F-eYFP + Vif (tagged APOBEC3F with the HIV-1 protein that degrades it), YFP fluorescence increase; actives 0.2% (n = 390,000); AID 602313; note: potency is the fitted concentration of half-maximal effect; % of control where 0% means no effect; nearly all actives have a fitted effect of over 65% in size
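HeLa cells stably expressing A3F-eYFP plus Vif, plated and incubated overnight at 37 deg C, then exposed to compounds overnight at 37 deg C. Blocked degradation read as raised yellow fluorescence (Ex 488/Em 500-530).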
TrxR1 substrate = rat thioredoxin reductase 1 substrate activity | actives 0.01% (n = 390,000) | Potency, µM (doses to about 114 µM), for the others: at the highest dose activity change, negative = substrate turnover | O89049 | purified TrxR1 substrate turnover, NADPH consumption readout; note: potency is the fitted concentration of half-maximal effect; % is set by controls: 0 for no effect and ±100 for the full control effect; nearly all actives have a fitted effect of over 50% in size
Target sequence (O89049 whole entry, looked up): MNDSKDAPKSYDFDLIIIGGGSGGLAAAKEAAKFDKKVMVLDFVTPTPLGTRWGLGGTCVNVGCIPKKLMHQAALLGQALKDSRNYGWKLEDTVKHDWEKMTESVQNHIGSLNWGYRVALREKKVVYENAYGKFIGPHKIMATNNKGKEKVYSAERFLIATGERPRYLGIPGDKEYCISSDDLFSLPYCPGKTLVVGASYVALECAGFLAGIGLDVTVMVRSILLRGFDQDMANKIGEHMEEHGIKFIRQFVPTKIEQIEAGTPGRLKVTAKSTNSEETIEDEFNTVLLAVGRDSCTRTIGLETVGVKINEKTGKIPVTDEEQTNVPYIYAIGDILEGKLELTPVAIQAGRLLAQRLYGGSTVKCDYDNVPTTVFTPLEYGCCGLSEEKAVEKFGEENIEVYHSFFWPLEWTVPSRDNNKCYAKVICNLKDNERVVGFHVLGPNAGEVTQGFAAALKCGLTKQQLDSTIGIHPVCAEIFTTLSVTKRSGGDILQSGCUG
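Rat TrxR1, dispensed at 90 nM, was prereduced with 400 uM NADPH (final) for 5 min at ~22 deg C, then incubated with compound 15 min before 400 uM selenite. A first-read NADPH fluorescence drop versus no-compound background flagged substrates.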
IDH1 R132H inh = inhibitors of human mutant IDH1 R132H; O75874; IDH1-R132H enzyme, NADPH consumption, diaphorase/resazurin fluorescence; Potency, µM (titrated, usually from 76.6 µM), inactives show top-dose activity change, negative = inhibition, most hits filed as inhibitors; actives 0.093% (n = 390,000); note: potency is the fitted concentration of half-maximal effect; % is set by controls: 0 for no effect and ±100 for the full control effect; nearly all actives have a fitted effect of over 65% in size
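IDH1-R132H (0.5 ug/mL) preincubated 30 min with compound, then NADPH (0.016 mM) and alpha-KG (2 mM) added; 80 min at RT, pH 7.5. Remaining NADPH coupled via diaphorase/resazurin to fluorescence (540/590 nm); concentration-response curves normalized to no-enzyme control.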
Active calls of the source: *; ? = inconclusive; · = no result given; [ ] = another dose, or the depositor's remark. Unless noted, calls come from the whole dose curve; as a rule, active = well fitted curve in the direction sought with a large enough effect; inconclusive = small, poorly fitted or top-dose-only effect, or another doubt; inactive = no such curve, though single readings can be large; an effect the other way counts as inactive or inconclusive.

SMILES	Vif-APOBEC3G blk	PI4K2A block	USP1-UAF1 inh	LDHA block	GRP78 ERSR act	RXFP1 agonist	Vif-A3F inh	TrxR1 substrate	IDH1 R132H inh
O=C(Nc1ccc(F)cc1)c1cccc(N2C(=O)C3C4C=CC(C5CC45)C3C2=O)c1 (centres undefined)	-1%	1	-12%	0	-4%	2.6%	-22%	0%	4%
O=C(Cc1ccc(Cl)cc1)NC1CCCN(Cc2ccccc2F)C1 (centres undefined)	-7%	-10	-26%	1	-4%	0.4%	-6%	4%	0%
Cc1c(Cl)c([N+](=O)[O-])nn1Cc1ccc(C(=O)N/N=C\c2cc(Cl)ccc2O)o1	-5%	5	?	-6	-1%	-0.9%	-21%	4%[57.1 µM]	-2%
N#Cc1c2n(c(=S)n(-c3ccc(OC(F)F)cc3)c1=O)CCCCC2	0%	2	4%	-12	-4%	0.4%	-3%	-8%	13%
O=c1c(S(=O)(=O)c2ccccc2)cn(Cc2ccc(F)cc2)c2cc(N3CCOCC3)c(F)cc12	3%	-2	1%	1	-3%	5.0%	-1%	13%	1%
CCCCc1cc(=O)oc2cc(C)cc(OCC(=O)N3CCC(C(=O)O)(c4ccccc4)CC3)c12	2%	-10	-8%	-9	1%	3.0%	-3%	144%[activator]	2%
COc1ccc(O)c(-c2c(-c3ccc(Cl)cc3)n[nH]c2C)c1	2%	3	-1%	-1	-3%	-0.1%	-7%	-8%	4%
CC(=O)Nc1ccc(S(=O)(=O)N2CCN(c3nc(C)cc(C)n3)CC2)cc1	-3%	-5	-25%	-6	-3%	0.2%	-6%	4%	2%
Cc1ccc(-c2cc(C(=O)N/N=C/c3c[nH]c4ccccc34)[nH]n2)cc1	?	5	-21%	-4	7%	-0.3%	3%	1%[57.1 µM]	-4%
O=c1ccc2cc(S(=O)(=O)N3CCN(c4ccc(Cl)cc4)CC3)ccc2o1	-2%	1	-4%	-7	0%	1.3%	1%	-9%	-3%
CC1(CCl)N([O-])C2=C(CCCC2)[N+]1=O (centres undefined)	-1%	-3	-3%	13	-2%	1.6%	6%	-5%	0%
CC(C)(C)C1CCC(=NNC(=O)C2COc3ccccc3O2)CC1 (centres undefined)	-18%	-2	-20%	-3	7%	1.0%	-2%	-8%	-11%
COc1ccc(CCNS(=O)(=O)c2cccc(C)c2)cc1OC	-4%	3	-10%	-7	-3%	2.9%	-2%	5%	11%
Cc1nc(NC(=O)c2cc3ccccc3o2)ccc1Br	-1%	-1	3%	1	5%	0.1%	1%	-12%	1%
COc1cccc(-c2c(NC(=O)c3ccco3)oc3ccccc3c2=O)c1	-4%	0	14%	3	0%	3.4%	5%	-12%	-5%
CCOc1ccc(-n2c(-c3ccccc3)c[n+]3c2CCCCC3)cc1	8%	-2	-4%	-7	-1%	0.3%	0%	2%	30%[activator]
CC(Sc1nnc(C2CCCCC2)n1N)C(=O)NCc1ccc2c(c1)OCO2 (centres undefined)	-3%	11	-2%	-2	-5%	-0.8%	3%	5%	1%
CCOC(=O)c1ccc(NC(=O)NCc2ccccc2)cc1	-6%	-1	-20%	-9	-1%	0.3%	-20%	-4%	-11%
O=[N+]([O-])c1cccc(/C([O-])=C(/C(=S)Nc2ccccc2F)[n+]2ccccc2)c1	-5%	2	-19%	-2	-4%	-1.0%	-43%	7%[57.1 µM]	20%
O=C(NCc1ccco1)c1ccc2c(=O)n(CC3CCCO3)c(=S)[nH]c2c1 (centres undefined)	3%	-2	-11%	-13	-4%	0.1%	-6%	1%	-4%
CC(C)(C)OC(=O)N1CCC(C(=O)Nc2cccc(C(=O)NCCc3ccccc3)c2)CC1	4%	-1	-17%	3	-1%	·	8%	-6%	-1%[38.3 µM]
CCC1CCCCN1CCCNC(=O)c1ccc(N2CCOCC2)c(NS(=O)(=O)c2ccc(OC)cc2)c1 (centres undefined)	1%	3	-20%	2	-1%	2.6%	8%	13%	9%
O=CNCCCc1nc2ccccc2n1CCc1ccccc1	4%	6	-1%	-5	-2%	0.5%	-3%	13%[57.1 µM]	3%
O=C1Nc2ccccc2C(=O)N2[C@H](c3cccc(Br)c3)[C@@H]3C(=O)N(Cc4ccccc4)C(=O)[C@@H]3[C@H]12	-3%	3	-33%	-1	2%	-3.2%	-1%	-9%	-4%[38.3 µM]

Record cards, from the list above.
`O=C1Nc2ccccc2C(=O)N2[C@H](c3cccc(Br)c3)[C@@H]3C(=O)N(Cc4ccccc4)C(=O)[C@@H]3[C@H]12` across the screens: Vif-APOBEC3G blk: -3%; PI4K2A block: 3; USP1-UAF1 inh: -33%; LDHA block: -1; GRP78 ERSR act: 2%; RXFP1 agonist: -3.2%; Vif-A3F inh: -1%; TrxR1 substrate: -9%; IDH1 R132H inh: -4%[38.3 µM]
`Cc1nc(NC(=O)c2cc3ccccc3o2)ccc1Br` across the screens: Vif-APOBEC3G blk: -1%; PI4K2A block: -1; USP1-UAF1 inh: 3%; LDHA block: 1; GRP78 ERSR act: 5%; RXFP1 agonist: 0.1%; Vif-A3F inh: 1%; TrxR1 substrate: -12%; IDH1 R132H inh: 1%

(further entries)
SMILES	Vif-APOBEC3G blk	PI4K2A block	USP1-UAF1 inh	LDHA block	GRP78 ERSR act	RXFP1 agonist	Vif-A3F inh	TrxR1 substrate	IDH1 R132H inh
Cc1ccc(CCNC(=O)c2ccc(CNS(=O)(=O)c3ccc(C)cc3)cc2)cc1	0%	5	?	-1	-3%	-3.4%	-8%	3%[57.1 µM]	11%
Cc1cc(C(=O)NCc2cc(F)cc3c2OCOC3)nn1C	-1%	2	-2%	-4	-6%	-2.0%	-3%	4%	8%
CCC1CCCCN1C(=O)CCCc1ccccc1 (centres undefined)	4%	-6	3%	-4	4%	-0.2%	2%	-4%	13%
NS(=O)(=O)c1cccc(NC(=O)CSc2nnc(-c3ccccc3)o2)c1	2%	-5	-4%	-4	-3%	·	9%	13%[57.1 µM]	0%
COc1ccc(C(=O)NNC(=O)c2ccc(C(C)(C)C)cc2)cc1	2%	1	-19%	-5	-4%	0.9%	9%	-1%	-6%
CCOC(=O)C1CCN(C(=O)c2cc(CN3C(=O)c4ccccc4C3=O)ccc2OCC)CC1	-5%	1	-8%	-4	-6%	1.7%	-11%	-3%	6%
COc1ccc(-c2noc(CSc3nc4ccccc4c(=O)n3-c3ccccc3)n2)cc1	1%	5	-15%	-2	-6%	-2.1%	1%	9%	-2%
CCCc1nn(C)c(C(=O)Nc2ccc(Cl)cc2)c1Cl	-1%	6	-1%	-3	-1%	0.4%	8%	16%[57.1 µM]	2%
COc1cccc(N2CCN(C(=O)CN3CCSc4ccc(S(=O)(=O)N(C)C)cc43)CC2)c1	-1%	-2	-20%	2	-3%	2.9%	-5%	0%[57.1 µM]	12%
Cc1noc(C)c1CSc1nnc(-c2ccccc2)n1Cc1ccco1	2%	-6	-6%	0	2%	2.6%	-10%	5%	3%
Cc1cc(C)c(C#N)c(SCC(O)CS(=O)(=O)Cc2ccccc2)n1 (centres undefined)	1%	-3	?	-5	1%	6.0%	0%	5%	-2%
Cc1ccccc1NC(=O)Cc1nc(COC(=O)Cc2ccccc2F)cs1	-10%	-4	-4%	-19	-3%	1.8%	1%	-11%	-13%

As entered above:
Value of Cc1cc(C(=O)NCc2cc(F)cc3c2OCOC3)nn1C in Vif-APOBEC3G blk: -1%
Value of COc1ccc(C(=O)NNC(=O)c2ccc(C(C)(C)C)cc2)cc1 in IDH1 R132H inh: -6%

Carrying on:
SMILES	Vif-APOBEC3G blk	PI4K2A block	USP1-UAF1 inh	LDHA block	GRP78 ERSR act	RXFP1 agonist	Vif-A3F inh	TrxR1 substrate	IDH1 R132H inh
CCOC(=O)C1=CN(Cc2cccc(F)c2)S(=O)(=O)NC1c1ccc(Br)cc1F (centres undefined)	1%	-3	-9%	0	1%	·	-28%	-13%	-4%
Cc1ccc(S(=O)(=O)NNC(=S)Nc2ccccc2)cc1	1%	5	5%	-2	3%	2.3%	-7%	-5%	-1%
CN(C)c1ccc(/C=C/C(=O)c2cccnc2)cc1	2%	8	28µM*	3	2%	0.6%	?	-20%	-14%
O=C(NCCCCc1ccccc1)c1cccc(Br)c1	2%	0	-19%	-8	0%	-2.4%	3%	1%[57.1 µM]	20%
CCc1ccc2nc(N(CCCN(C)C)C(=O)c3ccc(S(=O)(=O)N4CCc5ccccc5C4)cc3)sc2c1	-6%	5	-20%	-15	-11%	-0.7%	-8%	9%[57.1 µM]	-2%
Cn1cc(Cl)nc1C(O)c1ccccc1 (centres undefined)	-1%	6	-15%	1	-1%	1.0%	-12%	-4%	5%
COc1ccc(OCC(=O)N2CCN(S(=O)(=O)c3ccc(Cl)s3)CC2)cc1	0%	0	-3%	-6	-1%	1.4%	-16%	-12%	4%

Bioassay records deposited in PubChem BioAssay by National Center for Advancing Translational Sciences (NCATS).

Not all compounds are listed, so the mix of outcomes need not match the whole.
